Compound activity from PubChem BioAssay.
RT RNaseH block = inhibitors of HIV-1 reverse transcriptase RNase H. RT-RNase H RNA/DNA duplex cleavage, fluorescence. inhibition, % at 10 µM. P04585. AID 565. actives 1.9% (n = 65,000); in the data active = inhibition above about 50%
RmlCD inh mix = RmlC/RmlD inhibition, mixture screen. inhibition, % at 5.5 µM. AID 1532. RmlC/RmlD coupled enzyme inhibition, 384-well mixture HTS. actives 0.39% (n = 110,000); in the data active = inhibition above about 30%, passing the limit was not always enough; also: strong numbers were not always called active
Starred values were filed as active, the others as inactive; i = inactive; / = no result given.

SMILES	RT RNaseH block	RmlCD inh mix
COC(=O)c1ccc(CN2C(=O)NC3(CCCCC3C)C2=O)o1 (stereo not given)	-1.5	i
CNC(=O)c1cc2ccccc2o1	-1.2	-6.5
Cc1cc(C)n(-c2nc(Nc3ccccc3)nc(-n3nc(C)cc3C)n2)n1	-45.6	0.5
O=C(/C=C/c1cc2c(cc1Br)OCO2)NCc1ccc(F)cc1	/	-4.7
COc1ccc(-n2c(SCC(=O)Nc3ccc4c(c3)OCO4)nnc2C(C)N2CCCCC2)cc1 (stereo not given)	6.5	-11.2
O=C(CN(Cc1cccs1)C(=O)CN1C(=O)COc2ccccc21)NCc1ccco1	-4.2	0.8
CSc1oc(-c2ccc(F)cc2)nc1S(=O)(=O)c1ccc(F)cc1	-9.3	9.4
CCOc1ccc(C(C)(N)C(=O)O)cc1 (stereo not given)	36.0	-14.0
CCC(=O)N(Cc1cccs1)C1CCOC(C)(C)C1 (stereo not given)	0.1	1.7
O=C1C2ON(c3ccccc3)C(c3ccccn3)C2C(=O)N1c1ccc(Br)cc1 (stereo not given)	-5.6	8.2
O=C(Nc1ccccc1)C1=C[C@@H](c2ccc3c(c2)OCO3)C[C@@H](OCCCCO)O1	/	-9.4
Cc1cc(C)c(NC(=O)CSc2nnc(Cc3cccn3C)n2-c2ccc(F)cc2)c(C)c1	-13.6	-19.7
Cn1c(SCC(=O)c2ccccc2)nc2cccnc21	-51.9	-10.1
COC(=O)[C@@H]1CCCN1C(=O)[C@@H](NC(=O)OC(C)(C)C)C(C)C	/	8.6
O=C(COc1ccc([N+](=O)[O-])cc1)NCc1ccccc1	/	20.5
O=C(NCCC1=CCCCC1)c1cc2c(s1)CS(=O)(=O)C2	-2.8	4.4
O=C(Nc1cc(C(F)(F)F)ccc1N1CCOCC1)c1n[nH]c(=O)c2ccccc12	6.8	-7.5
c1ccc(OCc2nn3c(-c4ccco4)nnc3s2)cc1	2.5	-10.4
CCCCNCCOCCSc1ccc(Cl)cc1	/	-0.1
Cc1ccc2c(c1)N(CC(=O)NCc1cccnc1)C(=O)CO2	/	2.8
CCCCNC(=O)Cn1c(-c2ccc(OC)cc2)noc1=O	-11.2	-13.4
COc1ccc(C(O)c2nccn2Cc2ccccc2)cc1OC (stereo not given)	/	21.0
CCCCn1c(SCC(=O)c2ccc3c(c2)OCCO3)nnc1-c1ccoc1C	-4.9	/
Cc1ccc(-n2c(SCC(=O)N3CCOCC3)nnc2-c2cccnc2)cc1C	-12.4	-6.4
Cn1c(=O)c2[nH]c(-c3ccccc3)nc2n(C)c1=O	/	7.2
Remaining list, next part.
SMILES	RT RNaseH block	RmlCD inh mix
Cc1ccccc1Cn1cnc2c([N+](=O)[O-])c(C)c(C)cc21	/	0.1
O=C(Nc1ccc(F)cc1)c1cccnc1N1CCCCC1	/	-6.2
CCOC(=O)C1CCCc2c1[nH]c1c(C(=O)O)cccc21 (stereo not given)	0.0	-20.4
Cn1nnnc1SCCNCc1cccc2ccccc12	-12.5	-7.4
CC(C)=CCC12Oc3cc(O)ccc3C1(O)Oc1cc3c(c(O)c1C2=O)C=CC(C)(C)O3 (stereo not given)	/	6.1
Nc1ccc(N2CCN(Cc3ccccc3Cl)CC2)c(Cl)c1	-0.9	-197.0
C=C1C(O)C[C@H]2C(=C)CCC3[C@H](OC(=O)[C@]3(O)CO)[C@@H]12 (stereo not given in full)	/	-8.7
O=C(NCc1cc(C(F)(F)F)cc(C(F)(F)F)c1)C1CC(c2cccc([N+](=O)[O-])c2)=NO1 (stereo not given)	/	-10.2
COC(=O)COc1ccc(=O)n(-c2ccccc2)n1	/	-9.1
CCCOc1ccc(N2CC(C(=O)Nc3ccccn3)CC2=O)cc1 (stereo not given)	5.6	-10.7
OCCOCCn1c(C(CO)Nc2nc(-c3ccccc3Br)cs2)nc2ccccc21 (stereo not given)	/	2.3
CCOC(=O)c1nnc(-c2ccccc2)nc1Sc1c(Cl)cccc1Cl	/	-9.4
CCN(CC(=O)NCc1cccs1)C(=O)c1cc(S(=O)(=O)N2CCOCC2)ccc1C	1.0	-1.1
CCOC(=O)C1CN(S(=O)(=O)c2ccc(C)cc2)CCN1S(=O)(=O)c1ccc(C)cc1 (stereo not given)	2.4	15.0
O=C1COc2ccccc2N1Cc1ccccc1Cl	-11.3	6.3
CC1CCCCC1NC(=O)COC(=O)c1ccc(N(C)C)cc1 (stereo not given)	/	-14.5
C[C@@H]1[C@@H](Sc2ccccc2)CC(=O)O[C@@H]1c1ccc(-c2ccccc2)cc1	/	10.5
Cc1ccc(-n2c(CNc3ccc(F)cc3)nnc2SCC(=O)N2CCCC2)cc1	-12.1	-11.2
c1ccc(-c2nnc(CN3CCCc4ccccc43)o2)cc1	-56.9	-3.8
Oc1ccc(Cl)cc1CNCC1CCCO1 (stereo not given)	-39.6	15.0
O=C(N=c1nc2ccccn2s1)c1ccccc1	-1.5	/
CCOC(=O)C1=C(C)N(c2nonc2NC(C)=O)C(N)=C(C#N)C1c1ccccc1F (stereo not given)	5.0	-5.4
CCOC(=O)c1ccc(N2C(=O)CC(Sc3nc(O)c(CC)c(=O)[nH]3)C2=O)cc1 (stereo not given)	0.7	-14.2
Cc1ccc(-c2nn(-c3ccccc3)cc2C2SCC(=O)N2Cc2ccccc2)o1 (stereo not given)	4.7	-6.8
CN(C)c1ccc(C(=O)Nc2ccc(S(=O)(=O)NC3=NCCCCC3)cc2)cc1	-0.9	12.2
Continued.
SMILES	RT RNaseH block	RmlCD inh mix
NC(=O)C1CC=CCC1C(=O)OCC(Cl)=C(Cl)Cl (stereo not given)	-4.1	-7.4
CC(=O)NCCSCCNC(C)=O	-5.8	4.8
NC(=O)c1cnn(Cc2ccc(Cl)cc2)c1N	-4.3	-9.1
COc1ccccc1OCc1nc2ccccc2s1	/	2.9
Cc1ccc(NS(=O)(=O)c2cccc(C(=O)OCC(=O)NCc3ccco3)c2)cc1	14.3	-8.7
CC(C)CC(NC(=O)c1ccc(Cl)cc1Cl)C(=O)O (stereo not given)	/	-12.8
CCOC(=O)C1CCCN(C(=O)c2cn(CC)c3ccc(S(=O)(=O)N(C)C)cc3c2=O)C1 (stereo not given)	-7.1	-7.8
C/C(=N\NS(=O)(=O)c1ccc(C)cc1)c1ccc(C)s1	/	12.9
C/C(=N\n1c(C)cc(C)c(C#N)c1=O)c1cccs1	/	-12.5
Cc1cc(Cl)ccc1NC(=S)N1CCN(Cc2ccc3c(c2)OCO3)CC1	/	6.7
Clc1ccc(-c2nnc(SCc3nc(-c4ccccc4)no3)o2)cc1	-7.9	-8.8
CCSc1nnc(NC(=O)c2nn(C(C)C)c(=O)c3ccccc23)s1	-25.1	0.1
N#Cc1cc2c(nc1SCc1cccnc1)CCC2	-8.6	-6.3
CCn1cc(C(=O)NCc2ccccc2)c(=O)c2cc(F)c(N3CCN(C(=O)c4ccco4)CC3)cc21	/	-7.3
CC1(C)CC(=O)C2=C(C1)N(c1ccc(F)cc1)C(N)=C(C#N)C2c1cccs1 (stereo not given)	/	-6.4
COc1cc(CN2CC3CC(C2)c2cccc(=O)n2C3)cc(OC)c1OC (stereo not given)	-4.2	-15.0
CCCC1=NCCn2cccc21	/	-5.3
O=[N+]([O-])c1ccccc1/C=N/N1CCN(c2ccc(Cl)cc2)CC1	/	0.5
CCc1ccc2[nH]c(=O)c(C(c3nnnn3CC3CCCO3)N3CCCc4ccccc43)cc2c1 (stereo not given)	8.4	6.0
O=C(CCCC(=O)OCC(Cl)=C(Cl)Cl)Nc1cccc(F)c1	/	-1.6
CC1CCCN(C/C=C/c2ccccc2[N+](=O)[O-])C1 (stereo not given)	/	-10.4
CC1(C)CC(=O)C(C=NCCN2CCN(C(=O)c3ccc(Br)cc3)CC2)=C(O)C1	/	-6.9
CCn1ncc(Br)c1C(=O)Nc1ccc(F)cc1F	-14.5	-11.2
O=c1oc2ccccc2cc1-c1nc(-c2ccccc2)no1	/	4.7
COCCNC(=S)NC1CC2CCCC(C1)N2Cc1cccs1 (stereo not given)	/	8.7

Taken from the entries so far, 17 compounds:
SMILES	RT RNaseH block	RmlCD inh mix
CC(=O)NCCSCCNC(C)=O	-5.8	4.8
NC(=O)c1cnn(Cc2ccc(Cl)cc2)c1N	-4.3	-9.1
COc1ccccc1OCc1nc2ccccc2s1	/	2.9
Cc1ccc(NS(=O)(=O)c2cccc(C(=O)OCC(=O)NCc3ccco3)c2)cc1	14.3	-8.7
CC(C)CC(NC(=O)c1ccc(Cl)cc1Cl)C(=O)O (stereo not given)	/	-12.8
CCOC(=O)C1CCCN(C(=O)c2cn(CC)c3ccc(S(=O)(=O)N(C)C)cc3c2=O)C1 (stereo not given)	-7.1	-7.8
C/C(=N\NS(=O)(=O)c1ccc(C)cc1)c1ccc(C)s1	/	12.9
C/C(=N\n1c(C)cc(C)c(C#N)c1=O)c1cccs1	/	-12.5
Cc1cc(Cl)ccc1NC(=S)N1CCN(Cc2ccc3c(c2)OCO3)CC1	/	6.7
Clc1ccc(-c2nnc(SCc3nc(-c4ccccc4)no3)o2)cc1	-7.9	-8.8
CCSc1nnc(NC(=O)c2nn(C(C)C)c(=O)c3ccccc23)s1	-25.1	0.1
N#Cc1cc2c(nc1SCc1cccnc1)CCC2	-8.6	-6.3
CCn1cc(C(=O)NCc2ccccc2)c(=O)c2cc(F)c(N3CCN(C(=O)c4ccco4)CC3)cc21	/	-7.3
CC1(C)CC(=O)C2=C(C1)N(c1ccc(F)cc1)C(N)=C(C#N)C2c1cccs1 (stereo not given)	/	-6.4
COc1cc(CN2CC3CC(C2)c2cccc(=O)n2C3)cc(OC)c1OC (stereo not given)	-4.2	-15.0
CCCC1=NCCn2cccc21	/	-5.3
O=[N+]([O-])c1ccccc1/C=N/N1CCN(c2ccc(Cl)cc2)CC1	/	0.5

Further compounds:
SMILES	RT RNaseH block	RmlCD inh mix
Cc1[nH]c2ccccc2c1/C=N/Nc1nc(Nc2ccccc2)nc(N2CCOCC2)n1	/	1.2
Cc1ccc(NC(=O)CN2CCC(NC(=O)Cc3ccccc3)CC2)cc1C	/	0.4
C=CCN1C(=O)NC(=O)/C(=C/c2ccc(OC)c(CSc3ccccn3)c2)C1=O	/	7.7
O=C(c1ccc(-c2nnc(Nc3cccc(Cl)c3)c3ccccc23)cc1)N1C[C@H]2C[C@H](C1)c1cccc(=O)n1C2	/	14.6
c1ccc(-n2nnnc2Sc2n[nH]c(-c3ccncc3)n2)cc1	6.4	-10.3
Cc1ccc(CNC(=O)CS(=O)Cc2nc(-c3ccccc3C)oc2C)cc1 (stereo not given)	-2.7	5.2
C=CCN=C1SCC(=O)N1S(=O)(=O)c1ccccc1	-24.1	5.5
CCC1(CC)C(=O)NC(=Nc2cccc(C(F)(F)F)c2)NC1=O	-1.3	-14.1
COC(=O)CC(NC(=O)c1ccco1)c1ccc(C(C)C)cc1 (stereo not given)	/	5.4
C[N+]1(CCNC(=O)/C=N/O)CCCCC1	-0.5	3.4
COc1ccccc1CN1C(=O)CCC1(C)C(=O)NC1CCCCCC1 (stereo not given)	-3.5	-13.0
O=C(O)CCn1c2c(c3ccccc31)CCCC2	/	-16.0
C/C(=C\C(=O)C(F)(F)F)Nc1cc(C)cc(C)c1	/	10.2
COc1ccc(NC(=O)CSc2ccccn2)cc1OC	3.5	3.0
C=C(C)Cn1c(N2CCC(Cc3ccccc3)CC2)nc2c1c(=O)[nH]c(=O)n2C	/	-4.5
Cc1cc(C)nc(Sc2c(F)c(F)c(C(F)(F)F)c(F)c2F)n1	-17.6	-14.2
O=C(COC(=O)c1ccccc1NC(=O)c1ccco1)Nc1ccc2c(c1)OC(F)(F)O2	/	-54.6
COCCn1nnnc1C(c1cccs1)N1CCN(c2cccc(C(F)(F)F)c2)CC1 (stereo not given)	/	45.5
COc1cccc(N2CCN(CC(=O)c3c(C)[nH]c4ccccc34)CC2)c1	/	17.6
COc1cc(-c2cc(-c3ccccc3)nc(SCC(=O)Nc3nccs3)c2C#N)cc(OC)c1OC	/	-36.5
CCCCNC(=O)C(=O)c1ccccc1NC(C)=O	/	3.6
CCCCCCCC1CC(CSC(=N)N)OC1=O (stereo not given)	/	0.8
COC(=O)c1ccc(NC(=S)N2CCN(Cc3ccc(Cl)cc3)CC2)cc1	/	-10.7
OC(COc1ccccc1)CSc1ncn[nH]1 (stereo not given)	-13.6	7.1
COc1ccc(N2CC(C(=O)Nc3ccc4c(c3)OCO4)CC2=O)cc1 (stereo not given)	-7.1	2.8
Further results
SMILES	RT RNaseH block	RmlCD inh mix
CCN(CCCNS(=O)(=O)c1ccc2c(c1)oc(=O)n2C)c1cccc(C)c1	2.5	-8.2
CCC(=O)OCc1c(C(F)(F)F)nn(C)c1Sc1ccc(Cl)cc1	/	18.1
Cc1cc(=O)oc2c(CN3CCC(C)CC3)c(O)c(Cl)cc12	5.4	148.6*
CCCCn1nnc(NC(=O)c2ccc(-c3cccc(Cl)c3)o2)n1	/	-3.5
CCOC(=O)CSc1nc(N)c(C#N)c(CC(C)C)c1C#N	11.1	3.2
CN1C(=O)/C(=C/c2ccccc2OCc2cccc(F)c2)N(C)C1=S	/	-4.2
O=C(OCCN1CCOCC1)C1(c2ccccc2)CCCCC1	/	7.3
O=C(O)c1cccc(COc2ccc(CO)cc2Cl)c1	1.1	8.4
COc1ccc(CNc2oc(COc3ccccc3Cl)nc2C#N)cc1	-45.8	-5.9
Cc1ccccc1C(NC(N)=O)c1ccccc1 (stereo not given)	-12.6	4.9
N#CC(c1nc2ccccc2nc1N1CCCC1)S(=O)(=O)c1cccs1 (stereo not given)	1.0	12.6
Cc1ccc(NC(=O)CSc2nnc(-c3ccccc3C)o2)cc1C	-3.2	-8.9
CCOc1ccccc1C1C(C(N)=O)=C(C)Nc2nc(-c3cccc(C)c3)nn21 (stereo not given)	-11.6	-2.6
CCCn1c(SCC(=O)N2CCCc3ccccc32)nnc1-c1ccccn1	-13.6	/
CCOC(=O)CSc1nnc(C)n1N	-7.0	9.1
O=C(Nc1ncccc1Cl)C(Sc1ccccc1)c1ccccc1 (stereo not given)	/	-11.9
O=S(=O)(c1ccc2c(c1)OCCCO2)N1CCNCC1	-7.2	5.5
O=C1NC(c2ccccc2Cl)Nc2ccccc21 (stereo not given)	-7.0	7.0
CCOc1ccc(C2c3c(oc4ccccc4c3=O)C(=O)N2c2ccccn2)cc1OC (stereo not given)	-6.8	/

Not all compounds are listed (hit frequency here may not be typical).
